# Compound activity deposited in PubChem BioAssay by several laboratories.
# KLK7 zymogen act = activates the human kallikrein-7 zymogen | P49862 | purified proKLK7, EDANS-DABCYL substrate fluorescence; 100% is mature enzyme control, 0% vehicle | activation, % at 7 µM | actives 0.9% (n = 370,000) | AID 652039;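 active = activation above the mean of all tested compounds plus 3 SD, computed per campaign excluding outliers beyond control limits, cut at about 13% in these data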
# Target sequence (P49862 whole entry, looked up): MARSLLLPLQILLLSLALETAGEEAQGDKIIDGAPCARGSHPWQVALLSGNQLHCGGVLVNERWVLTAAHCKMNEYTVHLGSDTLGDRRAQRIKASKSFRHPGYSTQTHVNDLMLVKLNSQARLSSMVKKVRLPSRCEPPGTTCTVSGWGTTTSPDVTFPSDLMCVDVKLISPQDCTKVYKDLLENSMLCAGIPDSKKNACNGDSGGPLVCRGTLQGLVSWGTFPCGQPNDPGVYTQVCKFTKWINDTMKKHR
# HGIII-sPLA2 inh = Blocks human group III sPLA2 activity | inhibition, % at 12.2 µM | Q9NZ20 | actives 0.56% (n = 370,000) | AID 743126 | QFRET BODIPY PC-A2 liposome hydrolysis, fluorescence;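 active = inhibition above mean plus 3 SD of compounds lying within the high and low control bounds, cut at about 19% in these data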;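 also: 0% = median of test compound wells and 100% = no enzyme DMSO wells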
# ASAP1 GAP inh = ASAP1 ArfGAP inhibition; actives 0.19% (n = 360,000); inhibition, % at 16.5 µM; Q9ULH1; ASAP1-stimulated ARF1 GTP hydrolysis, GDP FP detection; in the data active = inhibition above about 25%;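 also: 0% = vehicle with enzyme and substrate and 100% = no enzyme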
# Tn7 DDE FP = DD(E)-Tn7 binding inhibition, primary FP screen; P02675; inhibition, % at 8.3 µM; FP displacement of FITC-Tn7 peptide from fibrin DD(E); 0% = median of compound wells per plate; actives 0.13% (n = 370,000);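 active = inhibition above the mean of compounds falling within the control limits plus 3 SD of them, cut at about 14% in these data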;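 also: 0% = plate median of compound wells and 100% = 10 µM Aha-Tn7 peptide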
#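 Test system: human clot-derived fibrin DD(E) complex / Quantity: 2 µM final DD(E) protein / Incubation: 10 min plus 3 h, room temperature / Measured by: fluorescence polarization / Benchmarks: high control of 10 µM Aha-Tn7 peptide / Replicates: singlicate testing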
# Tn6 DDE FP = DD(E)-Tn6 binding inhibition, primary FP screen. P02675. Fibrin DD(E) TRITC-Tn6 fluorescence polarization displacement. inhibition, % at 8.3 µM. actives 0.21% (n = 370,000). AID 720509;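 active = inhibition above a per-campaign cutoff: mean of compounds within control limits plus 3 SD, cut at about 15% in these data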;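 also: 0% = median of all compound wells on the plate and 100% = blocking peptide control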
# PLCb3 inh = PLC-beta3 (human) inhibition, primary screen; Q01970; Purified PLC-beta3, fluorogenic substrate, fluorescence; inhibition, % at 12.2 µM; actives 0.18% (n = 370,000); in the data active = inhibition above about 11%;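 also: 0% = median of compound wells on plate and 100% = full blocker control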
# NR1D1 modulator = modulates human Rev-erb alpha binding to DNA; P20393; Rev-erbα–FITC-DNA binding, fluorescence polarization, 90 min; activity, % at 10 µM; actives 0.79% (n = 370,000); AID 1259318;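 active = activity above about 14%, limit read from the data; passing the limit was not always enough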;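 also: 0% = DMSO wells with 35 nM protein and 100% = DMSO wells with 750 nM protein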
# ARFGAP1 inhibitor = rat ARFGAP1 inhibition | Arfgap1-stimulated ARF1 GTP hydrolysis, GDP FP detection | inhibition, % at 16.5 µM | actives 0.26% (n = 360,000);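 active = inhibition above a per-plate limit, mean inhibition of low control wells plus 3 SD, cut at about 25% in these data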;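 also: 0% = DMSO wells with enzyme and 100% = wells lacking Arfgap1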
#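 material = rat Arfgap1 catalytic domain, aa 1-136 | also added = human ARF1(Δ1-17)-GTP substrate | compound dosing = one concentration, 16.5 µM, DMSO 1.26% | times = GTP hydrolysis reaction 2 h at 25 °C | measured by = FP, GDP Alexa 633 tracer displaced from anti-GDP antibody, 620/688 nm | evaluation = percent inhibition of Arfgap1-stimulated GTP hydrolysis | replication = single well per compound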
# UHRF1 MBD2 ctr = blocks human UHRF1 binding to methylated DNA; Q96T88; UHRF1 binding to methylated oligo, TR-FRET; inhibition, % at 4.4 µM; actives 0.75% (n = 370,000); in the data active = inhibition above about 21%;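 also: UHRF1 SRA domain binding a hemimethylated CpG hairpin DNA probe; 0% = median of test compound wells and 100% = reference inhibitor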
# Target sequence (Q96T88 whole entry, looked up, the tested form may be a part): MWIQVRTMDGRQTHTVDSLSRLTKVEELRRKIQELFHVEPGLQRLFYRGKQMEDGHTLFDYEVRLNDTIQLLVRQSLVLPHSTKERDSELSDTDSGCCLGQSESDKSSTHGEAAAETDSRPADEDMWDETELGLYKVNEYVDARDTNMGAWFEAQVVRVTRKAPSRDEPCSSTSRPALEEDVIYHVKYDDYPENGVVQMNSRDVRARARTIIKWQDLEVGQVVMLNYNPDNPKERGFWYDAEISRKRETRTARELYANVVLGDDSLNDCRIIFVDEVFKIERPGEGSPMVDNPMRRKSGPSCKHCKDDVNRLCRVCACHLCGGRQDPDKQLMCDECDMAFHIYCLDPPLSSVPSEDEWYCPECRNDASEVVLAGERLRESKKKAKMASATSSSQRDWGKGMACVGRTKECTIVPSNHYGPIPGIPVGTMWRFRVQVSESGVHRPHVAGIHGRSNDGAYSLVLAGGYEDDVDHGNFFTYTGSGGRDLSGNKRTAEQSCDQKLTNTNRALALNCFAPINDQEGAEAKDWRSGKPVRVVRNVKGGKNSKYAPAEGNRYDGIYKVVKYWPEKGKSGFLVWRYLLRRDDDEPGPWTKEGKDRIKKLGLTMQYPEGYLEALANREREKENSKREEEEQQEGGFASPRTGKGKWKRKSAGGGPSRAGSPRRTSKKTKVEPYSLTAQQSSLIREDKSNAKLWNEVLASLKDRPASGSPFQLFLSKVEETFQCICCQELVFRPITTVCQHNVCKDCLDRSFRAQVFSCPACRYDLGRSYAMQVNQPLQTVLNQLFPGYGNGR
# PLC-gamma1 inh = blocks human PLC-gamma1 enzyme activity; purified PLC-gamma1, fluorogenic substrate, fluorescence; inhibition, % at 12.2 µM; actives 0.84% (n = 370,000); in the data active = inhibition above about 9.5%
# * marks the source's active call; other numbers are inactive results; i = inactive.
no. | KLK7 zymogen act | HGIII-sPLA2 inh | ASAP1 GAP inh | Tn7 DDE FP | Tn6 DDE FP | PLCb3 inh | NR1D1 modulator | ARFGAP1 inhibitor | UHRF1 MBD2 ctr | SMILES | PLC-gamma1 inh
1 | 0.6 | -1 | -7 | -4 | -2 | -7 | -10 | -5 | -2 | O=C(O)/C(=C\c1cccc(F)c1)c1ccc(S(=O)(=O)N2CCCC2)s1 | -3
2 | -0.8 | -10 | 6 | -6 | -12 | 1 | 6 | 3 | -1 | CCOC(=O)C1(Cc2ccccc2)CCCN(C(=O)COc2ccccc2OC)C1 (stereo not given) | 2
3 | -0.3 | 2 | 10 | 3 | -1 | 4 | -1 | 6 | 2 | O=C(c1ccccc1F)N1CCC2CC1c1cc(N3CCCCC3)ccc12 (stereo not given) | 1
4 | 0.5 | 7 | 7 | -7 | -2 | -3 | -3 | 2 | 0 | O=C(CCl)Nc1ccc(Oc2cnc3ccccc3n2)cc1 | 0
5 | 0.3 | 2 | 6 | 2 | -6 | -1 | 6 | 6 | 4 | O=C(O)CCC(=O)CCC(=O)c1ccccc1 | -1
6 | -0.4 | 4 | -1 | -2 | 1 | -1 | 0 | 11 | 4 | CC(=O)Nc1c(NCC(C)C)c2ccccc2oc1=O | 0
7 | 1.3 | 7 | 0 | -2 | -5 | 3 | -1 | 2 | 1 | NC(=O)CCNC(=O)c1ccc(Cl)cc1 | 6
8 | -0.2 | -2 | 6 | 1 | 6 | 1 | -5 | -8 | -2 | COc1ccccc1OCc1nc(-c2cccc([N+](=O)[O-])c2)no1 | 0
9 | 1.6 | 5 | -16 | 6 | 5 | -14 | 1 | 2 | 25* | Fc1cccc(Cc2c(C3CCCCC3)nc3c4ccccc4ccn23)c1 | -8
10 | 0.7 | -2 | 7 | -7 | 10 | -3 | -2 | -3 | 4 | Cc1cc(C)n(C(=O)CCCn2cc([N+](=O)[O-])cn2)n1 | 1
11 | -0.5 | 2 | 5 | 6 | 3 | 1 | 1 | 10 | -5 | O=C(/C=C/c1cnc2ccccc2n1)NC12CC3CC(CC(C3)C1)C2 | 1
12 | 0.0 | 3 | 7 | -7 | -7 | 2 | 1 | -8 | -1 | COc1ccc(-c2cc(=O)c(C(=O)c3ccc(C)cc3)n[nH]2)cc1 | 4
13 | 0.0 | -6 | -14 | 3 | -1 | 2 | -1 | -9 | -1 | Cc1c(Cl)cccc1NC(=O)CSc1nnc(C)n1-c1ccccc1 | 0
14 | -1.1 | -8 | -12 | -5 | 6 | -4 | -4 | 28* | -1 | CN(C)S(=O)(=O)Nc1ccc2c(c1)Cc1ccccc1-2 | -3
15 | -0.5 | -18 | -4 | 0 | 2 | -2 | -1 | -4 | -1 | COc1ccc(NS(=O)(=O)c2ccc(C)c(C(=O)N(C)Cc3ccc(OC)cc3OC)c2)cc1 | 4
16 | 0.0 | -4 | 3 | -2 | -3 | -3 | -2 | 4 | -1 | Cn1c(NN)nc2c1c(=O)n(Cc1ccccc1)c(=O)n2C | 3
17 | -0.2 | -15 | 3 | 3 | -4 | 2 | 3 | 7 | -2 | CC(=O)Nc1ccc(NC(=O)C(C)Sc2n[nH]c(-c3ccc(C)cc3)n2)cc1 (stereo not given) | -1
18 | 0.1 | -1 | 5 | -3 | 0 | -7 | -3 | 3 | -1 | Cc1oc(-c2ccccc2F)nc1CS(=O)CC(=O)NC1CCCC1 (stereo not given) | -3
19 | -0.1 | -6 | -16 | 3 | 3 | 8 | 6 | -10 | 0 | COc1ccc(NC(=O)Nc2nnc([C@H]3C[C@H](O)[C@@H](CO)O3)s2)cc1 | 4
20 | 14* | -9 | -4 | -3 | 11 | -64 | 2 | 6 | -1 | Cc1ccc2nc(-c3ccc(SCC(=O)Nc4nnc(C)s4)nc3)[nH]c2c1 | -46
21 | -0.1 | 16 | 2 | -5 | -5 | 5 | -2 | 0 | 1 | CC1CC(=O)N(CCc2ccccc2)C(=O)C1 | 4
22 | 0.4 | -1 | 2 | -4 | 0 | 1 | 5 | 0 | -4 | O=C(CC(=O)c1ccccc1)Nc1cccnc1Cl | 1
23 | 0.4 | -3 | 5 | 1 | 8 | -2 | -1 | -2 | 0 | CCS(=O)(=O)N1CCC(C(=O)NCCc2ccccc2)CC1 | 0
24 | 0.1 | -1 | -6 | 4 | -2 | 0 | -3 | -9 | 2 | Cc1cccc(CC2CC(=O)N(c3ccccc3)C2=O)c1 (stereo not given) | 2
25 | -0.4 | 17 | 4 | -6 | -12 | -6 | 3 | 19 | 2 | COc1cc(CN(C)CC2CCCN(CCc3ccc(F)cc3)C2)c(Cl)cc1O (stereo not given) | -2
26 | 0.8 | -4 | 1 | -11 | 5 | 9 | -1 | 11 | -2 | C[C@H](CO)N1C[C@H](C)[C@@H](CN(C)C(=O)NC2CCCCC2)Oc2ccc(NS(=O)(=O)c3ccccc3)cc2C1=O | 3
27 | -0.4 | -3 | 5 | -2 | 4 | -4 | -4 | 6 | -1 | COc1cccc(NC(=O)CN(C)C(=O)c2cc(S(=O)(=O)N3CCCCCC3)ccc2OC)c1 | 2
28 | 0.4 | -2 | -5 | 1 | 3 | 0 | -7 | 0 | 0 | CCc1ccc(N(CC(=O)NC(C)(C)C)C(=O)CCC(=O)Nc2ccccn2)cc1 | 1
29 | -0.5 | 4 | 5 | 0 | 5 | 3 | -3 | 0 | 1 | O=C(Cn1c(=O)oc2ccccc21)Nc1ccc2c(c1)OCCO2 | -1
30 | -16 | -22 | 11 | -1 | -2 | i | 0 | -14 | -4 | C=CCOc1ccc(C2C(C#N)=C(N)N(Nc3ccccc3)C3=C2C(=O)CC(C)(C)C3)cc1OC (stereo not given) | i
31 | 77* | -10 | 18 | -1 | 3 | -418 | 2 | 10 | 7 | COc1cccc(/C=C/C(=O)Nc2ccc(C(=O)Nc3cccc(S(N)(=O)=O)c3)cc2)c1OC | -260
32 | 0.3 | -4 | 0 | -5 | 0 | -5 | 3 | 1 | -5 | COc1cc(C(C)=O)ccc1COc1ccc(C(=O)OCC(=O)NC2CCS(=O)(=O)C2)cc1OC (stereo not given) | -6
33 | -0.1 | -8 | 7 | -1 | -3 | -45 | 19 | 0 | -4 | CN1CCN(c2ccc(C(=O)c3cn(-c4ccc(F)c(Cl)c4)nn3)cc2)CC1 | -22
34 | 0.0 | 16 | -1 | 2 | -6 | -9 | -5 | -1 | 3 | Cc1ccc(O)c(-c2cc(C(=O)Nc3c(C)n(C)n(-c4ccccc4)c3=O)[nH]n2)c1 | -1
35 | 0.9 | -1 | 1 | -1 | -4 | -1 | 2 | 5 | 0 | CCOC(=O)c1[nH]cnc1C(=O)NC1CCCCC1 | -1
36 | 0.2 | 12 | 6 | 0 | -3 | 0 | 1 | 4 | 5 | CCCCc1nnc(NC(=O)CSc2nc(O)c(Cc3ccccc3)c(=O)[nH]2)s1 | 0
37 | -0.1 | -19 | -2 | 3 | 1 | -12 | 0 | 8 | -2 | Cc1sc2ncnc(N3CCC(C(=O)N(C)CC(=O)Nc4ccccc4Br)CC3)c2c1C | 0
38 | -0.5 | 23* | -1 | -2 | 9 | -6 | 0 | 1 | -5 | Nc1[nH]n(-c2ccccc2)c(=O)c1N=Nc1ccccc1 | 3
39 | -0.1 | -10 | -1 | -4 | -6 | -12 | -7 | -2 | -1 | Cc1ccc(/C=C2/Sc3ccc(C(=O)N4CCN(c5ccccn5)CC4)cc3NC2=O)cc1 | -7
40 | -0.6 | -4 | 7 | 2 | 8 | 1 | 6 | 1 | -2 | Cc1ccc(NC(=S)NC(C)CCc2ccccc2)cc1C (stereo not given) | 0
41 | -0.5 | -5 | 3 | -5 | -1 | -3 | 2 | -3 | -1 | O=C(COC(=O)CNC(=O)c1ccccc1Cl)Nc1cc(C(F)(F)F)ccc1Cl | -4
42 | 0.5 | 5 | 15 | -5 | -6 | -14 | 0 | -2 | 2 | CN(C)S(=O)(=O)c1ccc(N2CCCC2)c(C(=O)NNC(=O)COc2ccccc2F)c1 | -19
43 | 1.8 | -17 | 12 | 1 | 1 | -21 | -3 | -7 | -2 | CC(C)C[C@H](NC(=O)[C@@H]1Cc2c([nH]c3ccccc23)C2c3ccccc3C(=O)N21)C(=O)NCC1CCCO1 (stereo not given in full) | -11
44 | 0.2 | -7 | 0 | -1 | 6 | -2 | 2 | -7 | -3 | O=C(C(=O)N1CCCC1)c1c[nH]c2ccccc12 | 2
45 | 0.1 | 0 | -2 | 2 | 4 | 8 | -1 | -3 | 2 | CCN(CC(=O)Nc1c(F)cccc1F)C(=O)CSCC(=O)Nc1cccc(C)c1 | 0
46 | 0.7 | -7 | 8 | 3 | -7 | -2 | -1 | 6 | -2 | CC(=O)Nc1ccc(C2(O)COc3ccccc3O2)cc1 (stereo not given) | 0
47 | -0.2 | 3 | 1 | -6 | -4 | -6 | -1 | 6 | 0 | c1ccc(Cn2nnc3c(NCc4ccc5c(c4)OCO5)ncnc32)cc1 | 1
48 | 3.1 | 0 | -9 | -9 | 3 | -82 | -3 | 15 | -4 | CCC(CC)=N/N=C/c1c(O)n(CC)c2cc(C3=NNC(=O)CC3)ccc12 | -64
49 | 0.0 | 10 | -5 | 3 | -11 | -6 | -4 | 5 | 5 | CNC(=O)c1c(Cl)cnn1-c1ccccc1 | -2
50 | 0.3 | 2 | -7 | -3 | -6 | -3 | 0 | -2 | 9 | CCn1c(SCC(=O)NC(C)C(C)C)nc2cc(S(=O)(=O)N3CCOCC3)ccc21 (stereo not given) | 8

# Look-ups from above:
# Value of no. 24 in HGIII-sPLA2 inh: -1
# Value of no. 12 in PLC-gamma1 inh: 4
# Value of no. 3 in Tn7 DDE FP: 3
# Value of no. 10 in Tn6 DDE FP: 10
# Value of no. 42 in ASAP1 GAP inh: 15
# Value of no. 46 in Tn7 DDE FP: 3

# From entry 43 up to 47, copied from above:
no. | KLK7 zymogen act | HGIII-sPLA2 inh | ASAP1 GAP inh | Tn7 DDE FP | Tn6 DDE FP | PLCb3 inh | NR1D1 modulator | ARFGAP1 inhibitor | UHRF1 MBD2 ctr | SMILES | PLC-gamma1 inh
43 | 1.8 | -17 | 12 | 1 | 1 | -21 | -3 | -7 | -2 | CC(C)C[C@H](NC(=O)[C@@H]1Cc2c([nH]c3ccccc23)C2c3ccccc3C(=O)N21)C(=O)NCC1CCCO1 (stereo not given in full) | -11
44 | 0.2 | -7 | 0 | -1 | 6 | -2 | 2 | -7 | -3 | O=C(C(=O)N1CCCC1)c1c[nH]c2ccccc12 | 2
45 | 0.1 | 0 | -2 | 2 | 4 | 8 | -1 | -3 | 2 | CCN(CC(=O)Nc1c(F)cccc1F)C(=O)CSCC(=O)Nc1cccc(C)c1 | 0
46 | 0.7 | -7 | 8 | 3 | -7 | -2 | -1 | 6 | -2 | CC(=O)Nc1ccc(C2(O)COc3ccccc3O2)cc1 (stereo not given) | 0
47 | -0.2 | 3 | 1 | -6 | -4 | -6 | -1 | 6 | 0 | c1ccc(Cn2nnc3c(NCc4ccc5c(c4)OCO5)ncnc32)cc1 | 1

# No enrichment for hits; 4.5% or so of the library scored in one or more.
